Compound activity from PubChem.
PG9 binder = binders of HIV-1 gp120 antibody PG9, primary screen, biochemical, TR-FRET. inhibition, % at 6.7 µM. TR-FRET gp120-PG9 antibody binding. 360,000 compounds, 0.43% hits. HIV-1 gp120 / PG9 antibody interaction. AID 624416, 2012; in the data active = inhibition above about 8.5%
PRMT1 FP inh = PRMT1 methyltransferase inhibitors, primary screen, biochemical, fluorescence polarization | Protein arginine N-methyltransferase 1 (Homo sapiens), Q99873 | recombinant PRMT1, activity-based probe fluorescence polarization | inhibition, % at 2.79 µM | 370,000 compounds, 1.3% hits | AID 652257, 2013;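 active = inhibition above about 21% made by adding two undisclosed values, limit read from the data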
Target sequence (Q99873 whole entry, looked up): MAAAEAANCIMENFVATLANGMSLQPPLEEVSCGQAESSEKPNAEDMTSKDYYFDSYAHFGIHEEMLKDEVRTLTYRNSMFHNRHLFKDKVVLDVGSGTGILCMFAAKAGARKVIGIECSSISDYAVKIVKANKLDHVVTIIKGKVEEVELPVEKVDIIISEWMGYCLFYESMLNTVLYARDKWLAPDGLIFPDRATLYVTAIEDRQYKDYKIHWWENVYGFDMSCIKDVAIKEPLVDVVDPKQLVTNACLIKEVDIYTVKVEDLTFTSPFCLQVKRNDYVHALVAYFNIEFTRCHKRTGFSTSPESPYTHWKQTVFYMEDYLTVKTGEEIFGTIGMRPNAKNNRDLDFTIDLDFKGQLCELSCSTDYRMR
Rev-erbA mod = modulators of Rev-erb alpha DNA binding, primary screen, biochemical, FITC-DNA, fluorescence polarization, uHTS; Nuclear receptor subfamily 1 group D member 1 (Homo sapiens), P20393; Rev-erbα–FITC-DNA binding, 90 min; activity, % at 10 µM; 370,000 compounds, 0.79% hits;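 active = activity above about 14%, limit read from the data; passing the limit was not always enough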;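 note: 0% = DMSO wells with 35 nM protein and 100% = DMSO wells with 750 nM protein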
TDP2 inh = human TDP2 enzyme inhibitors, primary screen, biochemical, epi absorbance, recombinant enzyme. Tyrosyl-DNA phosphodiesterase 2 (Homo sapiens), O95551. T5PNP hydrolysis, p-nitrophenol absorbance 415 nm. inhibition, % at 12.8 µM. 370,000 compounds, 0.34% hits. AID 720702, 2013;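 active = inhibition above the mean of all tested compounds plus 3 SD, set per campaign, cut at about 25% in these data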;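 note: 0% = DMSO with enzyme and 100% = buffer with substrate but no TDP2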
Target sequence (O95551 whole entry, looked up): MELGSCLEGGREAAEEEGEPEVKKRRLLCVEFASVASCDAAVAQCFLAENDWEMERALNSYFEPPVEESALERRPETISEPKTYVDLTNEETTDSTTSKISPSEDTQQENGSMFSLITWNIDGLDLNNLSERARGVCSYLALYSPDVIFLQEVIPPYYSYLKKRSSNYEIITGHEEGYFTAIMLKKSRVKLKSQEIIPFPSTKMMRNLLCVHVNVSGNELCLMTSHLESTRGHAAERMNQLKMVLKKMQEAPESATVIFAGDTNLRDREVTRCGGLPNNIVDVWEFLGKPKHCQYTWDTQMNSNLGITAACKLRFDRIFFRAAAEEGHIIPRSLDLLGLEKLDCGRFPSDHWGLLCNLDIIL
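Read-out basis: percent inhibition. System: recombinant human TDP2. Buffer or medium: Mg2+-containing Tris-HCl buffer, pH 7.5. Repeats: single replicate. Timing: reaction 2 h, 37 °C. Benchmarks: high control without enzyme, low control DMSO plus TDP2. Probe or stimulus: 5 mM T5PNP. Doses: 12.8 µM only. Measured by: epi absorbance of p-nitrophenol freed from T5PNP by hydrolysis.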
ABHD4 inh = ABHD4 inhibitors, primary screen, biochemical, fluorescence polarization, mouse. 370,000 compounds, 0.54% hits. inhibition, % at 8.92 µM. AID 720543, 2013. purified mABHD4, FP-Rh probe fluorescence polarization. (Lyso)-N-acylphosphatidylethanolamine lipase (Mus musculus), Q8VD66;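 active = inhibition exceeding the mean over every tested compound plus 3 SD, cut at about 30% in these data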;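 note: 0% = plate median of compound wells and 100% = S159A mutant with DMSO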
Target sequence (Q8VD66 whole entry, looked up): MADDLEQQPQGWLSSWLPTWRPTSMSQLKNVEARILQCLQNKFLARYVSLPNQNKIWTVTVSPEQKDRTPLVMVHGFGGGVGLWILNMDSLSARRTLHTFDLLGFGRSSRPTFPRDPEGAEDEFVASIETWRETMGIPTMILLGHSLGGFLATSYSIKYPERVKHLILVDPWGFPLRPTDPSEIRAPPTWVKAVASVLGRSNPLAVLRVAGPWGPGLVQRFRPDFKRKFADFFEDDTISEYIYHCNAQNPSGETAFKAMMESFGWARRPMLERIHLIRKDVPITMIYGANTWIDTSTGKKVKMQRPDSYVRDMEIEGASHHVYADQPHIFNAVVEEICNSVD
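Assay system: wild-type mouse ABHD4 protein; compound: single nominal dose of 8.92 µM, 0.89% DMSO final; schedule: 45 min + 60 min at 25 °C; measured by: FP readout, ex 525 nm / em 598 nm; evaluation: % inhibition of FP-Rh probe binding versus controls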
rCAG binder = binders of r(CAG) RNA repeats, primary screen, biochemical, fluorescence. r(CAG) RNA repeat, TO-PRO-1 dye displacement fluorescence. inhibition, % at 3 µM. 370,000 compounds, 1.3% hits;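 active = inhibition above the plate cutoff, the mean of all test compounds on that plate plus 3 SD, cut at about 35% in these data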;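 note: 0% = DMSO alone and 100% = 100 µM mitoxantrone as full dye displacement; higher means more dye released from RNA so lower well fluorescence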
SIAE inh = human SIAE inhibitors, primary screen, biochemical, fluorescence polarization, FP-Rh probe, 1536-well HTS. Sialate O-acetylesterase (Homo sapiens), Q9HAT2. SIAE FP-Rh probe binding. inhibition, % at 9.66 µM. 370,000 compounds, 0.69% hits. AID 1053197, 2014;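 active = inhibition above a cutoff: mean of compounds within the control limits plus 3 SD of those, cut at about 17% in these data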;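 note: 0% = plate median of compound wells and 100% = probe without SIAE protein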
TCR-CD3 inh = inhibitors of human TCR-CD3 interaction, primary screen, biochemical, fluorescence, TAMRA-labeled TCR probe. T-cell receptor (TCR). inhibition, % at 9.4 µM. 360,000 compounds, 0.37% hits; in the data active = inhibition above about 19%;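 note: recombinant mutant TCR 2C K166C tagged with TAMRA read by polarization; 0% = receptor in buffer alone and 100% = receptor with positive control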
HTRA1 inh = HTRA1 serine protease inhibitors, primary screen, biochemical, fluorescence polarization, HTS; inhibition, % at 5.96 µM; 340,000 compounds, 0.5% hits; AID 504803, 2011; Q92743; recombinant HTRA1, FP-rhodamine activity-based probe; in the data active = inhibition above about 36%;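 note: 0% = enzyme with DMSO and 100% = wells lacking enzyme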
LEDGF integ inh = blockers of LEDGF/p75-dependent integrase strand transfer – biochemical, TR-FRET, high throughput, primary screen; AID 743269, 2014; HIV-1 integrase (with human LEDGF/p75); 370,000 compounds, 0.64% hits; inhibition, % at 3.7 µM; TR-FRET IN-LEDGF/p75 DNA integration, Eu/Cy5;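 active = inhibition above the screen-wide mean plus 3 SD, cut at about 13% in these data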;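 note: signal is the Cy5 over europium emission ratio at 671 and 618 nm; 0% = plate median of compound wells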
Numbers without * were called inactive; x = not tested or not shown. These rows are one share of the data; count on the stated rates, not on these rows.

SMILES	PG9 binder	PRMT1 FP inh	Rev-erbA mod	TDP2 inh	ABHD4 inh	rCAG binder	SIAE inh	TCR-CD3 inh	HTRA1 inh	LEDGF integ inh
Cc1cccc(NC(NC(=O)c2ccccn2)C(Cl)(Cl)Cl)c1 (stereo not given)	-0.3	-4	6	1	-6	-1	3	6	-5	-2
O=C(NCCN1C(=O)S/C(=C\c2cccc(Cl)c2Cl)C1=O)C1=COCCO1	-2.8	2	-1	-2	4	2	-5	4	-5	3
O=c1c2cc3cccnc3nc2ncn1Cc1cccs1	x	-1	1	9	2	3	2	x	x	-5
C[C@@H]1CN([C@@H](C)CO)C(=O)c2cc(NC(=O)C3CC3)ccc2O[C@@H]1CN(C)C(=O)NC1CCCCC1	-2.7	-4	1	-19	-8	-11	-5	-5	2	0
O=C1C=C(c2ccc(-c3ccccc3)cc2)C[C@@H](c2ccc(F)cc2)C1	0.7	-7	4	11	-2	0	6	-5	-10	0
CCc1ccc(CN(C)C(=O)c2cc(S(=O)(=O)N3CCOCC3)ccc2N2CCCC2)cc1	-1.3	1	2	-6	-6	-3	5	-9	-6	-4
Cc1cc(C)n(-c2nc(NCc3cccnc3)c3c4c(sc3n2)COC(C)(C)C4)n1	-1.3	1	3	-7	-7	-3	-3	4	3	4
O=C(CCSc1ccccc1)NCc1cccnc1	-1.7	-1	0	-1	-1	-1	-1	1	3	3
CSc1nn(CCC#N)c(=O)[nH]c1=O	0.9	7	6	-14	-18	0	-1	-6	x	2
Fc1ccc(Br)cc1/C=N/n1cnnc1	-0.6	0	-5	-8	7	-2	-7	3	0	0
COc1ccc(NC(=O)c2cc(-c3cc(OC)c(OC)c(OC)c3)nc3ccccc23)c(OC)c1	0.3	-8	-4	-4	-5	1	-13	5	6	1
COc1ccc(-n2c(Cc3cccn3C)nnc2SCC(=O)Nc2ccc(F)cc2)cc1	-1.5	-2	7	2	-3	4	8	2	-15	0
Cc1cccc(N2CCN(C(=O)C(C)C)CC2)c1C	-2.2	-2	2	1	-2	-4	3	4	3	4
COc1cccc(/C=N/n2cnnc2)c1OCc1ccccc1	0.1	-1	-4	1	-3	-2	6	10	0	3
CC(C)(C)c1ccc(C(=O)N2CCC3(CC2)NCCc2[nH]cnc23)cc1	0.7	-1	-2	5	4	-4	-2	2	0	-2
Cc1cccc(C(=O)NNC(=O)c2ccccc2)c1	0.8	1	-2	-2	3	-1	-1	0	-2	1
CN(C)S(=O)(=O)c1cccc(NC(=S)N/N=C/C(=O)c2ccccc2)c1	-1.9	2	-7	1	14	5	-3	-4	16	-3
CN(c1ccc(F)cc1)S(=O)(=O)c1ccc2[nH]cc(C(=O)O)c(=O)c2c1	9.6*	-3	-5	6	-8	17	3	6	-15	2
Cc1nn(-c2ccccc2)c(Cl)c1/C=N/Nc1nncc(=O)[nH]1	-3.6	0	25*	-17	-2	8	5	2	-5	-1
CC(C)(C)c1cc(C(=O)Nc2ccc(F)cc2)n(Cc2ccc(F)cc2)n1	0.3	5	-8	-1	-14	-7	-20	-4	x	-4
COc1cccc(CN2CCNC(=O)C2CC(=O)NC2CCCC2)c1OC (stereo not given)	-2.4	2	2	9	2	-1	7	8	6	3
O=C(NCCc1nnc2ccc(SCC(=O)N3CCOCC3)nn12)c1ccccc1	-3.1	-1	-10	-8	4	0	-10	13	7	4
CCOc1ccc(-c2cc(C(=O)NN)[nH]n2)cc1	-0.8	-2	-4	-4	-1	3	-5	5	-6	-2
CC(C)NC(=O)c1ccccc1NC(=O)CCS(=O)(=O)Cc1ccccc1	-0.1	0	-4	-9	1	-1	1	7	0	-2
O=C1Cc2ccccc2Sc2ccc(O)cc21	0.4	1	3	-1	4	3	2	-3	-15	3
Cc1ccccc1-c1cc(C(=O)NCc2ccc3c(c2)OCO3)n(CC2CC(c3cccnc3)=NO2)n1 (stereo not given)	0.8	-1	-2	10	-7	0	0	8	-19	2
COc1ccc(S(=O)(=O)N(C)CC(=O)N2CCCCCC2)cc1	2.9	3	-7	-7	3	-4	6	-6	-5	3
Cc1cccc(CC(C)NC(=O)c2oc3c(F)cccc3c2C)n1 (stereo not given)	1.4	4	2	-5	-10	-5	-4	0	-2	3
CCOc1ncccc1C(=O)OCC(=O)c1cc(OC)ccc1OC	1.0	9	3	-15	-9	-4	-8	-3	-8	5
CCOc1ccc(NC(=S)NCCCN2CCN(C3CCCCC3)CC2)cc1	-1.8	-4	4	3	1	-7	7	3	0	2
Cc1cccc(C)c1NC(=O)CN1CCCC1	-2.2	-1	2	-3	5	0	-6	9	-1	1
CCn1c(COc2ccccc2Cl)nnc1SCC(=O)Nc1ncccc1C	0.0	-5	-4	8	5	-6	9	-3	0	-1
CC(Sc1nnc(C2CC2)n1C1CC1)C(=O)Nc1ccccc1C#N (stereo not given)	0.8	0	4	5	2	-1	-10	0	4	-2
CC(C)NS(=O)(=O)c1ccc(OCC(=O)NCc2ccc3c(c2)OCO3)c(Cl)c1	-0.8	0	6	1	-7	-6	-2	-3	-9	2
Cc1ccc(-n2c(SCC(=O)Nc3cccc4ccccc34)nnc2-c2ccccc2)cc1	x	0	2	3	1	4	2	x	x	4
Cc1c(C=O)c2ccccc2n1CCOc1ccccc1F	0.2	0	-2	3	-6	-6	-2	-6	-1	-1
Cc1ccc(N2CCN(/N=C/c3c(C)nn(-c4ccccc4)c3Cl)CC2)cc1	1.8	4	6	1	-2	-2	-2	-3	-4	-4
CC(C)c1ccc(NC2CCCN(C(=O)CN3CCCC3=O)C2)cc1 (stereo not given)	-1.2	-4	-6	7	4	-7	-2	4	-3	1
CCN(CC)C(=O)c1cccc(-c2csc(C(O)c3cccc(OC)c3)n2)c1 (stereo not given)	-0.4	2	-3	-10	2	0	-12	3	x	-2
Cc1ccc(C)c(NC(=S)N2CCC(NC(=O)c3cccc(F)c3)CC2)c1	-0.3	-9	-3	-2	1	3	-12	6	2	0
O=C1OCCN1N1CCOC1=O	-0.8	-1	-4	4	2	3	6	6	2	1
Cc1ccc(S(=O)(=O)Nc2cccc(S(=O)(=O)Nc3ccccc3C(=O)O)c2)c(C)c1	2.0	4	-4	2	-7	67*	-1	-2	-16	-1
COc1ccc(C=O)cc1Cn1cnc2c(cnn2C)c1=O	-0.7	-2	-2	-2	3	1	1	-1	-6	-6
O=C(CN1CCc2ccccc2C1)Nc1ccccc1C(F)(F)F	-2.6	-6	-3	-8	15	-2	-3	-4	-1	6
O=C1/C(=C\c2ccc(O)c(O)c2)N=C2CCCCCN12	-18	0	8	-20	23	-4	1	-1	33	-1
COc1cc(C#N)ccc1OCC(=O)c1ccc2c(c1)OCCO2	-3.6	-1	-3	1	5	3	-1	6	1	2
CC(O)(c1cccc(F)c1)c1nc(-c2cccc(C#N)c2)cs1 (stereo not given)	1.9	0	3	-2	-11	1	-1	-6	x	-5
c1ccc2c(NCC3CCCO3)nc(N3CCCCC3)nc2c1 (stereo not given)	-0.9	-2	-1	10	1	2	1	5	0	-4
Cc1cccc(C)c1OCC(O)CN1CCCCC1 (stereo not given)	-0.7	-6	1	5	-2	1	11	-3	-6	-1
Cn1ncc2nc[nH]c(=O)c21	-1.0	-2	-3	-1	2	-3	-5	1	3	1
CC(C)CN(C(=O)COC(=O)c1ccccc1NCc1ccco1)c1c(N)n(Cc2ccccc2)c(=O)[nH]c1=O	1.2	1	2	11	5	4	6	5	-9	-3
CC1CCc2c(sc(NC(=O)CSc3nnc(-c4ccccc4)o3)c2C#N)C1 (stereo not given)	-1.7	-2	-2	4	-6	4	-8	7	-44	3
Cc1cnc(NC(=O)Nc2ccc(OCc3ccccc3)cc2)c(Br)c1	-1.2	2	-3	3	-1	-1	1	-7	-1	-9
Cc1sc2ncnc(SCC(=O)NC3CCCC3)c2c1C	1.2	5	2	-6	-2	-2	0	0	-3	0
CCOC(=O)CSc1nc2sc(C)c(C)c2c(=O)n1C	-1.2	6	-2	0	8	-6	-3	-8	2	0
Cc1ccccc1-n1ncc(C(C)NC(=O)c2ccccc2)c1C (stereo not given)	-1.4	0	8	-6	-1	-6	1	7	0	1
CCOc1ccccc1Nc1nnc(Cc2ccccc2Cl)c(=O)[nH]1	-0.8	1	3	-3	3	10	3	6	1	0
COC(=O)C[C@@H]1C=C[C@H](NC(=O)Nc2ccc(OC)cc2)[C@@H](CO)O1	1.6	2	-2	9	8	-1	2	-3	x	0
CCOc1ccccc1CNC(=O)C1CCN(C(=O)c2sccc2-n2cccc2)CC1	-0.5	-3	3	-5	-3	-3	4	4	0	2
CC(=O)C1CCC2C3CCC4=CC(=O)CCC4(C)C3C(O)CC12C (stereo not given)	-1.0	-2	6	-4	1	2	6	1	x	-1

Printed as active in PG9 binder (from the list above):
mol	PG9 binder	PRMT1 FP inh	Rev-erbA mod	TDP2 inh	ABHD4 inh	SIAE inh	TCR-CD3 inh	HTRA1 inh	LEDGF integ inh
CN(c1ccc(F)cc1)S(=O)(=O)c1ccc2[nH]cc(C(=O)O)c(=O)c2c1	9.6*	-3	-5	6	-8	3	6	-15	2

New compounds follow
SMILES	PG9 binder	PRMT1 FP inh	Rev-erbA mod	TDP2 inh	ABHD4 inh	rCAG binder	SIAE inh	TCR-CD3 inh	HTRA1 inh	LEDGF integ inh
Brc1cc2c(cc1Br)OCCOCCOCCO2	0.7	-7	5	-16	-9	1	-5	-5	2	1
CCOC(=O)Cc1csc(NC(=O)CSc2nnc(-c3ccncc3)o2)n1	-2.1	-2	-1	-4	4	2	5	2	x	-1
Cc1ccc2c(c1)C(c1ccccc1)N(C(=O)c1cc3ccccc3oc1=O)CC(=O)N2 (stereo not given)	0.6	4	-2	-1	-1	4	-1	-3	1	1
CCCCOCC1CN(CCCC)S(=O)(=O)c2c(Oc3ccc(C)cc3)cccc2O1 (stereo not given)	-0.7	-3	3	-9	2	2	4	6	x	8
O=C(CN1CCN(C(C(=O)Nc2ccc(F)cc2)c2ccccc2)CC1)NC1CC1 (stereo not given)	2.0	-1	6	-7	-2	3	-1	5	6	-3
Cc1ccc(-c2csc(NC(=O)CSc3nc4ccccc4o3)n2)cc1	0.9	-2	-1	7	4	3	12	-5	-17	1
O=C(CN(CC1CCCO1)S(=O)(=O)c1ccc(S(=O)(=O)NCC2CCCO2)cc1)Nc1ccccc1 (stereo not given)	1.3	-4	0	0	-6	-2	5	-2	1	2
